Bioassay records (PubChem BioAssay)
PLK1 kinase inh – inhibitors of human PLK1 kinase; 97,000 tested, 0.53% active; inhibition, % at 10 µM; P53350; recombinant PLK1 kinase, TR-FRET peptide phosphorylation;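 active = inhibition of 50% or more in the single-concentration screen; inactive = inhibition below 50%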;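 note: 0% = DMSO max control and 100% = H-89 dihydrochloride min control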
S1P2 antag – blocks the human S1P2 receptor; 97,000 tested, 0.21% active; inhibition, % at 5 µM; AID 736; O95136; cell-based S1P2 antagonist assay, inhibition at 5 uM; in the data active = inhibition above about 45%;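 note: CRE beta-lactamase reporter cells expressing human S1P2 stimulated with S1P; 0% = agonist at EC80 alone and 100% = agonist plus reference antagonist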
Target sequence (O95136 whole entry, looked up): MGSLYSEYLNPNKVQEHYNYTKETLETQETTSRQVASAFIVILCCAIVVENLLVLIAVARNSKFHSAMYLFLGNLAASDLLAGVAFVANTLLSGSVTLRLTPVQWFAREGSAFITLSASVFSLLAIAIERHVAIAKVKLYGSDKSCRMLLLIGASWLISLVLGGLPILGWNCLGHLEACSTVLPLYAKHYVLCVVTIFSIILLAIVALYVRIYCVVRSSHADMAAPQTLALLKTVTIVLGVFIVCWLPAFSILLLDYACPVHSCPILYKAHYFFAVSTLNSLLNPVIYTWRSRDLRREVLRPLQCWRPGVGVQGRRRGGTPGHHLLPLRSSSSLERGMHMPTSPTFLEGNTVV
EphB4 antag – EphB4-ephrin-B2 interaction antagonism. EphB4 LBD / TNYL-RAW-Alexa532 peptide, fluorescence polarization. 97,000 tested, 0.15% active. P54760. inhibition, % at 7 µM;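 active = inhibition above the screen-wide mean inhibition plus 3 SD, cut at about 15% in these data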;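 note: 0% = DMSO wells and 100% = excess unlabeled TNYL-RAW peptide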
HIV Rev-RRE inh – HIV Rev-RRE protein-RNA interaction inhibition; P05866; Rev peptide-RRE RNA binding, FRET; inhibition, % at 8 µM; 97,000 tested, 0.79% active;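 active = inhibition above the screen-wide mean plus 3 SD, cut at about 35% in these data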;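 note: 0% = median DMSO wells and 100% = median Neomycin B control wells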
Target sequence (P05866 whole entry, looked up): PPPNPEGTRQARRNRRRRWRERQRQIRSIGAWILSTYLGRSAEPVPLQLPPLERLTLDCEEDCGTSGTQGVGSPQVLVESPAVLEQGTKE
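System: Cy5-labelled duplex RRE RNA binding fluorescein-labelled HIV Rev peptide; Signal: fluorescein-to-Cy5 FRET, 480 nm excitation; Also added: labelled Rev peptide; Compound: one concentration, 8 µM nominal; Buffer or medium: HEPES pH 7.5 salt buffer with EDTA; Read-out: % inhibition of FRET ratio versus controls; Schedule: 5 min preincubation and 15 min binding, 25 °C.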
PLK1 PBD inh – inhibitors of human Plk1 polo box domain binding. P53350. AID 693. Plk1 PBD phosphopeptide binding, fluorescence polarization. 97,000 tested, 0.13% active. inhibition, %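 (tested at about 20 µM)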; in the data active = inhibition above about 34%, passing the limit was not always enough
S1P2 agonist – agonists of human S1P2 receptor; O95136; S1P2-expressing cell line, agonist reporter read-out; activation, % at 4.5 µM; 97,000 tested, 0.46% active; in the data active = activation above about 16%;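 note: 0% = vehicle low control and 100% = maximal reference agonist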
PLAP act – activators of human placental alkaline phosphatase. activation fold at 20 µM. P05187. AID 696. 96,000 tested, 1.2% active. purified PLAP enzyme, luminescent substrate read-out; active compounds read high; in the data active = activation fold above about 2
Target sequence (P05187 whole entry, looked up): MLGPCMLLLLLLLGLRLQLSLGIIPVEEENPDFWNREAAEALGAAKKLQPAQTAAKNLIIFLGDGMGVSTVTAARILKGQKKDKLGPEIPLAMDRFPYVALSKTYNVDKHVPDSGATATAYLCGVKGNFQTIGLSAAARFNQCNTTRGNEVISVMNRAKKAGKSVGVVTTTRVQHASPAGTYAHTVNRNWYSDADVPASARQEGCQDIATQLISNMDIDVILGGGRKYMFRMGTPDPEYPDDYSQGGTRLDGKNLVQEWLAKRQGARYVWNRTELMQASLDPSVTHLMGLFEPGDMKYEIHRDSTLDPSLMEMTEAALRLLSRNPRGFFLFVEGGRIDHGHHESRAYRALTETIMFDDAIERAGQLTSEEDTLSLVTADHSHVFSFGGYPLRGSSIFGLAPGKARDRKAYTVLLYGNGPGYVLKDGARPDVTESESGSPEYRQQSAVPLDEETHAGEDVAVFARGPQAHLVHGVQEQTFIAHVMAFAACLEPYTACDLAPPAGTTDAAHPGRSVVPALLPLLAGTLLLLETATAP
MT1-MMP txn act – MT1-MMP promoter transcription activation; HT1080 MT1-MMP promoter luciferase reporter, luminescence, overnight; active compounds read high; activation factor at 10 µM; 86,000 tested, 0.16% active;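 active = activation factor of at least 2 for MT1-MMP transcription at 10 µM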
FAK blocker – FAK (human) kinase inhibition. biochemical FAK kinase activity assay. inhibition, %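 (tested at 7 µM)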. 97,000 tested, 0.84% active. AID 727; in the data active = inhibition above about 19%;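 note: 0% = DMSO and 100% = reference compound high control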
The depositor's hits bear a star; x = not tested or not shown.

PLK1 kinase inh,S1P2 antag,EphB4 antag,HIV Rev-RRE inh,PLK1 PBD inh,S1P2 agonist,PLAP act,MT1-MMP txn act,FAK blocker,SMILES
4.6,-10.5,-0.6,-1.5,5.3,-7.1,0.9,1.1,-14.5,COc1ccc(C(=O)CSc2nnc(-c3ccc(S(=O)(=O)N4CCOCC4)cc3)o2)cc1
-8.7,-33.1,-1.8,4.7,2.7,-2.9,x,1.2,0.6,CCOc1ccc(C2=NNC(c3cccs3)=Nc3ccc(OC)cc32)cc1OCC
4.7,7.1,8.5,8.5,-4.9,-7.9,0.9,x,-3.5,CCOC(=O)CSc1ncc(-c2cccc(Cl)c2)cn1
-12.2,5.9,-2.1,-1.4,-10.2,-3.4,1.1,1.4,0.3,O=C(CCCN1C(=O)CCC1=O)Nc1ccc2c(c1)OCCO2
-8.0,0.9,2.7,7.5,12.0,-2.3,x,1,-0.2,CCn1c(Cc2ccc(OC)cc2)nnc1SCC(=O)Nc1cccc(C(=O)OC)c1
-11.5,6.2,2.3,8.2,-12.4,-11.4,1.4,1,12.3,O=C(CSc1c2c(nc3cc(Cl)ccc13)CCCC2)NCc1ccco1
-5.3,4.6,8.7,6.0,3.8,-2.2,x,1.2,-1.2,COc1ccc(-c2nnc(SCC(=O)N3CCCC3)o2)cc1OC
-5.9,22.1,-6.0,-1.0,10.8,-9.4,0.9,1.1,-0.2,CC(NC(=O)C(CC(=O)OC(C)(C)C)NC(=O)OC(C)(C)C)C(N)=O (stereo unspecified)
-8.3,-8.2,-0.8,0.3,13.3,-3.8,1.5,1.2,0.3,Cc1ccc(-c2ccc(CCC(=O)O)n2NC(=O)c2cccs2)cc1
-3.2,21.1,6.8,4.0,7.5,-10.4,0.8,0.9,8.4,CCSC1=C(C#N)C(c2ccc(Cl)cc2)C2=C(CCCC2=O)N1 (stereo unspecified)
-5.4,1.1,-6.7,-5.5,-41.9,2.9,x,1.1,2.3,CCOc1ccc(N2CC(C(=O)NCCc3ccc(OC)c(OC)c3)CC2=O)cc1 (stereo unspecified)
-11.2,-10.5,2.8,5.6,10.8,-1.7,x,1.1,0.5,O=C(COc1ccc2ccccc2c1)N1CCN(C(=O)c2cccs2)CC1
4.0,11.1,0.8,6.0,26.8,-10.1,0.8,1.1,2.2,Cc1cc(=O)[nH]c(N2CCCC2)n1
-3.1,18.7,-6.0,21.4,-30.9,-1.6,x,1,-0.4,CCOC(=O)N1CC=C2C(C#N)=C(N)C(C#N)(C#N)[C@H](c3cccs3)C2C1 (stereo partly specified)
-15.0,2.2,-4.6,-1.4,-0.2,3.6,1.5,1.1,-2.5,Cc1cc(C)n2nc(SC(C)C(=O)NCc3ccco3)nc2n1 (stereo unspecified)
-14.9,6.0,5.6,8.6,17.3,-4.4,x,0.9,1.6,Cc1nn(Cc2ccc(Cl)cc2Cl)c(C)c1NC(=O)CCl
-1.9,6.7,-9.0,2.6,18.4,-4.0,1.2,1,-2.9,O=C(Nc1c(C(=O)NCc2ccco2)cnn1-c1ccccc1)c1ccc(F)cc1
-8.8,18.9,-5.2,5.5,-18.1,-0.3,0.8,1.7,1.1,O=C(Nc1ccccc1)O/N=C/c1ccccc1Cl
-13.5,1.1,1.5,3.5,-6.3,-11.2,1,1.2,-3.5,O=C(Nc1ccc2c(c1)OCO2)c1ccc(S(=O)(=O)NCC2CCCO2)cc1 (stereo unspecified)
-1.3,10.6,15.6*,15.7,-24.5,-5.0,1,x,11.1,O=[N+]([O-])/C=C/c1cn(Cc2ccc(F)cc2)c2ccccc12

EphB4 antag: hit marks shown above.
PLK1 kinase inh,S1P2 antag,EphB4 antag,HIV Rev-RRE inh,PLK1 PBD inh,S1P2 agonist,PLAP act,MT1-MMP txn act,FAK blocker,SMILES
-1.3,10.6,15.6*,15.7,-24.5,-5.0,1,x,11.1,O=[N+]([O-])/C=C/c1cn(Cc2ccc(F)cc2)c2ccccc12

(next part)
PLK1 kinase inh,S1P2 antag,EphB4 antag,HIV Rev-RRE inh,PLK1 PBD inh,S1P2 agonist,PLAP act,MT1-MMP txn act,FAK blocker,SMILES
-12.2,-11.6,-0.1,8.0,-15.1,-3.4,0.9,1.1,-3.2,O=C(O)c1ccc(-n2c(-c3ccc(Br)cc3)n[nH]c2=S)cc1
10.9,-23.9,-4.2,1.5,-8.8,-2.7,1.2,1,0.8,CCOC(=O)C1=C(C)Nc2ncnn2C1c1ccccc1F (stereo unspecified)
-8.0,0.3,-0.6,5.6,32.1,-3.4,0.9,1.1,-5.8,COc1ccc(-c2nnc(NC(=O)c3ccc(S(=O)(=O)N4CCCc5ccccc54)cc3)o2)cc1
-9.6,-0.5,1.4,-0.3,-19.5,-6.1,1.6,1.1,-3.1,O=S(=O)(N/N=C/c1ccc(Cl)cc1)c1ccc(Cc2ncc(C(F)(F)F)cc2Cl)s1
-16.3,-15.6,2.7,3.2,-28.7,0.3,0.9,x,-0.6,COc1ccc(S(=O)(=O)NCc2ccccc2)cc1
-3.8,11.4,-8.9,1.6,16.4,-7.7,1.1,x,-1.3,O=C(Nc1ccc(Cl)cc1Cl)c1n[nH]c(Cn2cncn2)n1
-5.6,1.4,2.9,3.0,5.3,-7.5,1,1.3,1.8,O=C(CCNc1n[nH]c(=O)[nH]c1=O)N1CCOCC1
-10.1,-15.8,-2.5,11.4,1.9,-4.7,1,x,6.5,Cc1ccc(Oc2nc(C(F)(F)F)nc3ccccc23)cc1
-4.1,17.5,8.2,11.5,-14.8,-2.0,0.9,1.7,1.9,O=S(=O)(c1ccc(-n2cnnn2)cc1)N(C1CCCCC1)C1CCCCC1
-1.2,13.2,3.3,10.1,8.0,-0.3,1.1,1,0.8,C/C(=N/NC(=O)Cc1cccn1C)c1ccccc1
-8.5,-7.2,0.8,6.2,1.1,-2.5,1.3,1.2,2.8,Cc1ccc2cc(C)c3nnc(SCC(=O)N4CCN(C(=O)c5ccco5)CC4)n3c2c1
-24.6,-4.5,2.6,6.3,20.3,-5.8,1.3,1.2,0.1,Cc1ccc2c(c1)C1CCCC3C1N2CC(=O)N3Cc1ccccc1 (stereo unspecified)
2.5,-14.1,-4.0,-3.2,-10.9,-3.6,0.7,1.1,2.1,CCCc1[nH]nc2c1C(c1ccc(O)cc1OCC)C(C#N)=C(N)O2 (stereo unspecified)
-8.3,-7.7,-1.8,2.6,9.4,-1.3,1.7,1,-1.3,COc1ccc(C2CC(=O)C3=C(C2)Nc2ccccc2N(C(=O)C2CC2)C3c2cccnc2)cc1OC (stereo unspecified)
-0.5,6.4,3.5,6.2,3.0,-0.6,2*,1.1,-0.9,CCOc1ccc(N(C(C)C(=O)NCc2ccco2)S(C)(=O)=O)cc1 (stereo unspecified)
-1.6,11.8,7.4,2.2,8.2,-0.9,1.4,1.1,5.6,CCOc1ccc(Nc2nc(Cc3nnc(SCC(=O)NCC4CCCO4)n3C)cs2)cc1 (stereo unspecified)
-0.3,-13.7,3.8,-0.8,3.0,-0.2,1.2,1.1,6.9,CN(C)/C=N/c1c(C#N)cnn1-c1ccc(C(F)(F)F)cn1
-2.8,15.5,5.8,7.2,14.1,-4.4,1.1,1,5.6,COC(=O)c1cccc(-n2[nH]nnc2=S)c1
-19.4,10.6,6.4,9.4,-12.7,-4.2,1.1,1.5,-5.5,Cc1ccc(-c2nc3ccccn3c2NCc2ccc3c(c2)OCO3)cc1
-10.7,-0.7,3.7,10.4,15.1,-2.4,1.3,1.1,0.4,CCC(Sc1nc2n[nH]c(C)c2c(=N)n1-c1cccc(Cl)c1C)C(=O)N(CC)CC (stereo unspecified)
-3.1,17.0,-6.1,4.1,-20.1,-1.0,1.3,x,15.2,Cc1ccc(S(=O)(=O)NC2=C(N3CCN(c4ccccc4F)CC3)C(=O)c3ccccc3C2=O)cc1
6.0,-2.2,2.2,4.5,-17.4,-0.5,0.8,1,-1.2,Cc1cc(NC(=O)c2cc3n(n2)C(C(F)(F)F)CC(c2ccco2)N3)no1 (stereo unspecified)
-8.2,-21.7,2.9,2.5,-20.8,-4.5,1.7,1,-3.7,Cc1cc2c3c(c1)C1(C(=O)N3C(C)(C)CC2C)C(C#N)=C(N)Oc2n[nH]c(C)c21 (stereo unspecified)
-7.6,-2.6,3.7,14.8,-16.2,-3.9,x,1.2,-0.8,CCCCOC(=O)c1ccc(NC(=O)c2nn(C)cc2Br)cc1
-2.7,2.7,2.6,4.4,-24.2,-0.5,1.2,1.1,-0.5,COC(=O)c1[nH]c2cc(OC)ccc2c1NC(=O)c1ccc2c(c1)OCO2
-4.0,5.2,-5.0,0.1,8.2,-5.1,1.3,1.2,-5.1,CCCn1c(SCC(=O)N2CCN(S(=O)(=O)c3ccc(Cl)cc3)CC2)n[nH]c1=O
-1.8,-12.4,8.8,3.9,-19.1,-10.1,1,1.2,-5.2,COCC(C)NS(=O)(=O)c1ccc(OC)cc1 (stereo unspecified)
-5.7,6.5,-7.9,5.4,12.1,-6.6,0.8,1.1,0.8,CCn1c(CNc2cccc(Cl)c2)nnc1SCc1ccccc1
-15.9,-3.0,-0.7,6.9,-5.0,-9.9,0.9,1,1.9,COc1ccccc1C(=O)NC(C)c1nc2ccccc2[nH]1 (stereo unspecified)
-6.8,0.8,-2.9,15.1,7.5,-1.3,0.8,1.8,-1.0,Cc1cccc(-n2ncc3c(NCc4cccs4)ncnc32)c1
-12.0,-1.1,0.6,5.0,3.7,-2.3,1,x,-13.8,Fc1ccc(C[n+]2csc3ccccc32)cc1
15.7,1.7,-1.9,12.3,-27.3,-6.8,0.9,1,35.2*,CN(CCO)c1nc(N)c2c(N)nc3c(c2c1C#N)CC(=O)N3C1CCCC1
-12.5,4.5,0.8,8.0,-18.1,-3.3,x,1.1,-1.1,c1ccc(-n2nnnc2SCc2cccc(CSc3nnnn3-c3ccccc3)n2)cc1
-8.1,-15.5,-3.6,1.2,-9.9,-0.7,x,1.2,-2.3,Cc1ccc(C(C(=O)NC2CCCC2)N(C(=O)CNC(=O)c2cccs2)c2cccnc2)o1 (stereo unspecified)
-8.4,-6.2,-1.7,5.0,-0.6,-2.4,1.3,1,-9.3,Cn1c(=O)[nH]c(=O)c2c1nc(N1CCN(Cc3ccccc3)CC1)n2CCSc1ncccn1
-6.6,-8.2,1.6,4.2,13.3,-5.0,0.7,1.2,1.4,CC(C)CC(OC(=O)c1cccs1)C(=O)NCc1cccs1 (stereo unspecified)
-4.6,27.4,-1.0,3.0,23.2,-5.0,0.9,x,-63.7,Cc1ccc(NC(=O)c2sc3ccccc3c2Cl)nc1

Entries of single compounds, looked up by structure. Values in the order: PLK1 kinase inh	S1P2 antag	EphB4 antag	HIV Rev-RRE inh	PLK1 PBD inh	S1P2 agonist	PLAP act	MT1-MMP txn act	FAK blocker
Results for `Cc1ccc(C(C(=O)NC2CCCC2)N(C(=O)CNC(=O)c2cccs2)c2cccnc2)o1` (stereo unspecified) = -8.1	-15.5	-3.6	1.2	-9.9	-0.7	x	1.2	-2.3
Results for `Fc1ccc(C[n+]2csc3ccccc32)cc1` = -12.0	-1.1	0.6	5.0	3.7	-2.3	1	x	-13.8
Results for `Cn1c(=O)[nH]c(=O)c2c1nc(N1CCN(Cc3ccccc3)CC1)n2CCSc1ncccn1` = -8.4	-6.2	-1.7	5.0	-0.6	-2.4	1.3	1	-9.3
Results for `Cc1cc(NC(=O)c2cc3n(n2)C(C(F)(F)F)CC(c2ccco2)N3)no1` (stereo unspecified) = 6.0	-2.2	2.2	4.5	-17.4	-0.5	0.8	1	-1.2
Results for `Cc1ccc(S(=O)(=O)NC2=C(N3CCN(c4ccccc4F)CC3)C(=O)c3ccccc3C2=O)cc1` = -3.1	17.0	-6.1	4.1	-20.1	-1.0	1.3	x	15.2
